Screens from PubChem BioAssay.
Pf gametocyte: inhibitors of late stage P. falciparum gametocyte viability. inhibition, % at 10.9 µM. actives 0.065% (n = 150,000). AID 743093. P. falciparum stage V gametocytes, ATP luminescence, 24 h;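 active = inhibition above the mean plus 3 SD of compounds within the control limits, set per campaign, cut at about 38% in these data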;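 note: 0% = DMSO wells and 100% = medium only without gametocytes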
Rac1 wt modul: modulators of human Rac1 wildtype GTP binding; actives 0.27% (n = 190,000); AID 757; GTP binding activity (% of control), % at 10 µM; P63000; GST-Rac1 beads, fluorescent GTP binding, flow cytometry; actives lie on both sides; 0 = cold GTP competed, 100 = untreated;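 active = GTP binding activity at least 20 points away from the 100% control level, either lower or higher; inconclusive = compound flagged as likely green fluorescent, judged across all proteins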
Mcl1 Noxa PPI: Mcl-1/Noxa interaction inhibition; TR-FRET Mcl-1/Noxa peptide binding, 2 h; actives 1.5% (n = 220,000); inhibition, % at 21.7 µM;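 active = compounds that cut the protein-peptide binding signal by more than 50% relative to plate controls in a single-dose test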;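 note: His-tagged Mcl-1 with rhodamine Noxa BH3 peptide and terbium anti-His antibody; 0% = Mcl-1 plus Noxa peptide wells and 100% = peptide-only wells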
Target sequence (Q07820 whole entry, looked up): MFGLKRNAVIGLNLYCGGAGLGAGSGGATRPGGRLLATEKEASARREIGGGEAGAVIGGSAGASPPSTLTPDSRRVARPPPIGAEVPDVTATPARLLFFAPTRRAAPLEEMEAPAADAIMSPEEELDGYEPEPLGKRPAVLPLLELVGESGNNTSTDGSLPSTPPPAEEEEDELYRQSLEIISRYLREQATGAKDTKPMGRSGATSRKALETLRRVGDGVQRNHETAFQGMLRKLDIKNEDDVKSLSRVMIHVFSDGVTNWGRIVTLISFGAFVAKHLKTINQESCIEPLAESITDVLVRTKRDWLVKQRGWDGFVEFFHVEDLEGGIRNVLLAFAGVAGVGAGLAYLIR
Rab7 wt modul: alters GTP binding to wildtype dog Rab7. actives 0.055% (n = 190,000). GTP binding activity (percent of control), % at 10 µM. GST-Rab7 beads, fluorescent GTP binding, flow cytometry; actives lie on both sides; untreated = 100%, excess cold GTP = 0%;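 active = fluorescent GTP binding to Rab7 beads changed by at least 20 points from the 100% baseline, either direction, mostly lower; inconclusive = compound itself probably fluorescent, or too few beads counted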;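 note: median green fluorescence of bound Bodipy-FL-GTP per Rab7 bead population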
Rac1 act GTP bind: alters GTP binding to activated mutant human Rac1. P63000. GST-Rac1 activated beads, fluorescent GTP binding, flow cytometry; actives lie on both sides; 100% means binding = to untreated wells. percent activity (GTP binding), % at 10 µM. actives 0.11% (n = 190,000). AID 764;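 active = GTP binding at least 20 percentage points away from the 100% baseline, in either direction, so actives lie on both sides; inconclusive = Compound likely fluorescent itself, or too few beads counted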
Cdc42 wt: changes GTP binding to wildtype human Cdc42; P60953; AID 761; percent activity (GTP binding), % at 10 µM; GST-Cdc42 beads, Bodipy-GTP binding, flow cytometry; actives lie on both sides; actives 0.2% (n = 190,000);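 active = percent activity GTP binding at least 20 points away from the 100% baseline, either down as inhibitor or up as activator; inconclusive = compound flagged as likely green fluorescent from well-wide comparison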;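 note: median bead fluorescence of bound Bodipy-FL-GTP at 100 nM; 0% = excess unlabeled GTP control and 100% = no compound control; below 100% means less GTP binding so inhibitor and above means activator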
Target sequence (P60953 whole entry, looked up): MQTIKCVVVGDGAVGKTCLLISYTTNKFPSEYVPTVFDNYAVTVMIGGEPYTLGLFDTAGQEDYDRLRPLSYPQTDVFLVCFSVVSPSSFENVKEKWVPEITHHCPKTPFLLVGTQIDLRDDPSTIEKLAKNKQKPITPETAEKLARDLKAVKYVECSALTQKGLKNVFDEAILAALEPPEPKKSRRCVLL
Rab2A wt mod: changes GTP binding to wildtype dog Rab2A, up or down; actives 0.19% (n = 190,000); GST-Rab2 wt beads, Bodipy-GTP binding, flow cytometry; GTP binding activity, % at 10 µM; P61105;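 active = GTP binding activity at least 20 points away from 100%, either lowered or raised; inconclusive = signal likely due to the compound's own green fluorescence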;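 note: 0% = beads with excess unlabeled GTP and 100% = no-compound control corrected for plate trend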
Mcl1-Bid inh: disrupts binding of human Mcl-1 to Bid peptide; TR-FRET Mcl-1/Bid-Dy647 peptide binding, 1536-well; Q07820; inhibition, % at 21.7 µM; actives 0.97% (n = 220,000); AID 1021;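 active = compounds that cut the binding signal by more than half at the single screening dose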;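 note: His-tagged Mcl-1 with europium anti-His antibody binding Bid BH3 peptide; 0% = Mcl-1 plus peptide wells and 100% = peptide-only wells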
Avidin fluor: compound fluoresces at 488/530 nm on avidin beads. compound fluorescence 488/530 nm, flow cytometry; active compounds read high. fluorescence (KMESF) at 10 µM. actives 0.38% (n = 220,000). AID 1775; in the data active = fluorescence above about 47; note: inactives centre near 10
HRas wt GTP bind: changes GTP binding to wildtype human HRas. GST-Ras wt beads, Bodipy-FL-GTP binding, flow cytometry; actives lie on both sides. AID 759. GTP binding activity, % at 10 µM. actives 0.14% (n = 190,000). P01112;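 active = GTP binding activity at least 20% away from the 100% baseline, either lowered as inhibitor or raised as activator; inconclusive = flagged as likely green fluorescent, judged across all proteins in the well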;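 note: 0% = unlabeled GTP competition control and 100% = no-compound control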
Target sequence (P01112 whole entry, looked up): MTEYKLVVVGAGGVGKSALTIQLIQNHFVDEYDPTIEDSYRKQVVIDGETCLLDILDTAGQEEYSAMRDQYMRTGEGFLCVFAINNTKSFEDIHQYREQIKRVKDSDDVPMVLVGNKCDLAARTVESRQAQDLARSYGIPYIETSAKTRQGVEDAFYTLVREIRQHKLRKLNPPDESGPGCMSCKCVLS
GSH fluor: GSH bead compound fluorescence profile; GSH beads flow cytometry, compound fluorescence 488/530 nm; active compounds read high; fluorescence (KMESF) at 10 µM; actives 0.25% (n = 190,000); AID 1776; in the data active = fluorescence above about 89;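 note: glutathione beads carrying GST-tagged Bcl family fusion proteins plus one bare bead set; values are compound well signal with DMSO vehicle wells as background; inactives centre near 16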
* hit, by the source's call.

For N/C(=N\OC(=O)c1cccc([N+](=O)[O-])c1)c1ccccn1 the results were Pf gametocyte 2, Rac1 wt modul 99, Mcl1 Noxa PPI 12, Rab7 wt modul 97, Rac1 act GTP bind 96, Cdc42 wt 98, Rab2A wt mod 96, Mcl1-Bid inh -4, Avidin fluor 12, HRas wt GTP bind 97 and GSH fluor 15.
For O=C(Cc1cccs1)NC1CCCC1 the results were Pf gametocyte -15, Rac1 wt modul 101, Mcl1 Noxa PPI 0, Rab7 wt modul 98, Rac1 act GTP bind 97, Cdc42 wt 97, Rab2A wt mod 97, Mcl1-Bid inh -13, Avidin fluor 10, HRas wt GTP bind 101 and GSH fluor 9.
Cc1ccccc1NS(=O)(=O)c1cc(C(=O)N2CCc3ccccc3C2)ccc1C was read as Rac1 wt modul 101, Mcl1 Noxa PPI 8, Rab7 wt modul 102, Rac1 act GTP bind 100, Cdc42 wt 98, Rab2A wt mod 99, Mcl1-Bid inh -17, Avidin fluor 11, HRas wt GTP bind 99 and GSH fluor 76.
`O=C(OCC(=O)N1CCCc2ccccc21)c1cccc(S(=O)(=O)N2CCc3ccccc32)c1` gave Pf gametocyte -5, Rac1 wt modul 103, Mcl1 Noxa PPI 5, Rab7 wt modul 100, Rac1 act GTP bind 97, Cdc42 wt 98, Rab2A wt mod 99, Mcl1-Bid inh -4, Avidin fluor 23, HRas wt GTP bind 101 and GSH fluor 11.
Clc1ccc(C2=Nn3c(nnc3-c3cccs3)SC2)cc1 was read as Pf gametocyte -8, Rac1 wt modul 101, Mcl1 Noxa PPI 9, Rab7 wt modul 100, Rac1 act GTP bind 102, Cdc42 wt 100, Rab2A wt mod 100, Mcl1-Bid inh -9, Avidin fluor 7, HRas wt GTP bind 101 and GSH fluor 14.
For Cc1cc(C)nc(Nc2ccc(N3CCCC3)cc2)n1 the results were Pf gametocyte -10, Rac1 wt modul 107, Mcl1 Noxa PPI 24, Rab7 wt modul 103, Rac1 act GTP bind 100, Cdc42 wt 101, Rab2A wt mod 104, Mcl1-Bid inh -50, Avidin fluor 11, HRas wt GTP bind 102 and GSH fluor 26.
Screening Cc1cccc(OCCN2C(=O)C(=O)c3cc(C)ccc32)c1 returned Pf gametocyte 0, Rac1 wt modul 98, Mcl1 Noxa PPI 2, Rab7 wt modul 93, Rac1 act GTP bind 94, Cdc42 wt 94, Rab2A wt mod 91, Mcl1-Bid inh -3, Avidin fluor 11, HRas wt GTP bind 96 and GSH fluor 15.
For COc1ccc(CN(CC2CCCO2)C(=O)c2cc3sccc3n2C)c(OC)c1 (centres undefined) the results were Pf gametocyte 7, Rac1 wt modul 97, Mcl1 Noxa PPI 6, Rab7 wt modul 103, Rac1 act GTP bind 94, Cdc42 wt 95, Rab2A wt mod 99, Mcl1-Bid inh -30, Avidin fluor 9, HRas wt GTP bind 99 and GSH fluor 21.
Screening CCN(C(=O)CSc1nnc(NCc2ccccc2)s1)C1CCS(=O)(=O)C1 (centres undefined) returned Pf gametocyte -22, Rac1 wt modul 103, Mcl1 Noxa PPI 2, Rab7 wt modul 112, Rac1 act GTP bind 95, Cdc42 wt 102, Rab2A wt mod 102, Mcl1-Bid inh -30, Avidin fluor 5, HRas wt GTP bind 101 and GSH fluor 12.
Screening CCCc1cc(=O)[nH]c(-n2[nH]c3c(c2=O)CCCC3)n1 returned Pf gametocyte 11, Rac1 wt modul 99, Mcl1 Noxa PPI -8, Rab7 wt modul 98, Rac1 act GTP bind 96, Cdc42 wt 103, Rab2A wt mod 98, Mcl1-Bid inh -105, Avidin fluor 32, HRas wt GTP bind 101 and GSH fluor 12.
For CC1S/C(=N/N=C/c2cccs2)NC1=O (centres undefined) the results were Pf gametocyte 1, Rac1 wt modul inconclusive, Mcl1 Noxa PPI 2, Rab7 wt modul inconclusive, Rac1 act GTP bind inconclusive, Cdc42 wt inconclusive, Rab2A wt mod inconclusive, Mcl1-Bid inh -32, Avidin fluor 18, HRas wt GTP bind inconclusive and GSH fluor 15.
COc1cccc(C(=O)COc2cccc(NC(=O)c3cccc([N+](=O)[O-])c3)c2)c1 was read as Rac1 wt modul 99, Mcl1 Noxa PPI 6, Rab7 wt modul 96, Rac1 act GTP bind 100, Cdc42 wt 100, Rab2A wt mod 100, Mcl1-Bid inh -8, Avidin fluor 8, HRas wt GTP bind 102 and GSH fluor 18.
Cc1nn(C(C)(C)C)c(OC(=O)c2ccc(Br)o2)c1Sc1ccccc1 was read as Pf gametocyte 9, Rac1 wt modul 106, Mcl1 Noxa PPI 6, Rab7 wt modul 101, Rac1 act GTP bind 98, Cdc42 wt 101, Rab2A wt mod 102, Mcl1-Bid inh -7, Avidin fluor 14, HRas wt GTP bind 102 and GSH fluor 35.
`CCOc1ncccc1C(=O)OCC(=O)Nc1cc(S(=O)(=O)N2CCOCC2)ccc1Cl` gave Rac1 wt modul 103, Mcl1 Noxa PPI -4, Rab7 wt modul 102, Rac1 act GTP bind 98, Cdc42 wt 103, Rab2A wt mod 99, Mcl1-Bid inh -7, Avidin fluor 9, HRas wt GTP bind 100 and GSH fluor 19.
For CCCC(=O)Nc1sc2c(c1C#N)CC(C)(C)NC2(C)C the results were Rac1 wt modul 102, Mcl1 Noxa PPI 14, Rab7 wt modul 99, Rac1 act GTP bind 97, Cdc42 wt 101, Rab2A wt mod 97, Mcl1-Bid inh -12, Avidin fluor 6, HRas wt GTP bind 99 and GSH fluor 18.
Screening CC(Sc1cccc[n+]1[O-])C(=O)Nc1cccc([N+](=O)[O-])c1 (centres undefined) returned Rac1 wt modul 96, Mcl1 Noxa PPI -3, Rab7 wt modul 91, Rac1 act GTP bind 97, Cdc42 wt 96, Rab2A wt mod 96, Mcl1-Bid inh -9, Avidin fluor 11, HRas wt GTP bind 96 and GSH fluor 9.
`COc1cc(CCN2C(=O)c3cccc4cccc(c34)C2=O)c(S(=O)(=O)N2CCCCCC2)cc1OC` gave Pf gametocyte -11, Rac1 wt modul 105, Mcl1 Noxa PPI -4, Rab7 wt modul 102, Rac1 act GTP bind 100, Cdc42 wt 101, Rab2A wt mod 101, Mcl1-Bid inh -1, Avidin fluor 12, HRas wt GTP bind 100 and GSH fluor 13.
`N#Cc1cccc(NC(=O)CSc2n[nH]c(=O)[nH]c2=O)c1` gave Pf gametocyte 6, Rac1 wt modul 94, Mcl1 Noxa PPI 8, Rab7 wt modul 105, Rac1 act GTP bind 93, Cdc42 wt 94, Rab2A wt mod 98, Mcl1-Bid inh -66, Avidin fluor 7, HRas wt GTP bind 95 and GSH fluor 15.
For CCN(CC)S(=O)(=O)c1cccc(C(=O)N/N=C/c2c(C)nn(-c3ccccc3)c2Cl)c1 the results were Pf gametocyte -5, Rac1 wt modul 101, Mcl1 Noxa PPI -7, Rab7 wt modul 99, Rac1 act GTP bind 95, Cdc42 wt 94, Rab2A wt mod 96, Mcl1-Bid inh -3, Avidin fluor 11, HRas wt GTP bind 98 and GSH fluor 20.
CCC1(C)Cc2c(sc(NC(=O)CCC(=O)O)c2C#N)CO1 (centres undefined) was read as Rac1 wt modul 100, Mcl1 Noxa PPI 22, Rab7 wt modul 98, Rac1 act GTP bind 97, Cdc42 wt 103, Rab2A wt mod 98, Mcl1-Bid inh -3, Avidin fluor 15, HRas wt GTP bind 99 and GSH fluor 25.
For CCOc1ccc(C(C)=O)cc1CSc1nnc(-c2ccoc2C)n1N the results were Rac1 wt modul 103, Mcl1 Noxa PPI 20, Rab7 wt modul 96, Rac1 act GTP bind 98, Cdc42 wt 98, Rab2A wt mod 97, Mcl1-Bid inh -18, Avidin fluor 1, HRas wt GTP bind 99 and GSH fluor 67.
CNC(=O)c1cc(C(=O)c2c(Cl)cccc2Cl)c[nH]1 was read as Pf gametocyte 9, Rac1 wt modul 95, Mcl1 Noxa PPI -2, Rab7 wt modul 94, Rac1 act GTP bind 91, Cdc42 wt 95, Rab2A wt mod 95, Mcl1-Bid inh -24, Avidin fluor 9, HRas wt GTP bind 94 and GSH fluor 18.
CN1CCN(C(=S)Nc2ccc(Oc3ccccc3)cc2)CC1 was read as Rac1 wt modul 99, Mcl1 Noxa PPI 16, Rab7 wt modul 97, Rac1 act GTP bind 96, Cdc42 wt 100, Rab2A wt mod 97, Mcl1-Bid inh -35, Avidin fluor 9, HRas wt GTP bind 97 and GSH fluor 16.
N#C/C(=C\c1ccc(Cl)cc1)c1n[nH]c(Cn2cncn2)n1 was read as Rac1 wt modul 96, Mcl1 Noxa PPI 3, Rab7 wt modul 96, Rac1 act GTP bind 96, Cdc42 wt 97, Rab2A wt mod 95, Mcl1-Bid inh -7, Avidin fluor 14, HRas wt GTP bind 97 and GSH fluor 37.
For CCOC(=O)c1ccc(NC(=O)CSc2nc3cccnc3n2C)cc1 the results were Rac1 wt modul 102, Mcl1 Noxa PPI -1, Rab7 wt modul 99, Rac1 act GTP bind 96, Cdc42 wt 96, Rab2A wt mod 100, Mcl1-Bid inh 0, Avidin fluor 24, HRas wt GTP bind 100 and GSH fluor 20.
CCCCCOC(=O)C1[C@H]2C(=O)N(CCCOC)C[C@]23C=C[C@H]1O3 (some centres undefined) was read as Rac1 wt modul 105, Mcl1 Noxa PPI 2, Rab7 wt modul 101, Rac1 act GTP bind 98, Cdc42 wt 99, Rab2A wt mod 98, Mcl1-Bid inh -4, Avidin fluor 15, HRas wt GTP bind 100 and GSH fluor 29.
Screening CC(C)CC(=O)Nc1nnc(SCC(=O)Nc2ccc(F)cc2)s1 returned Pf gametocyte 2, Rac1 wt modul 97, Mcl1 Noxa PPI 16, Rab7 wt modul 98, Rac1 act GTP bind 94, Cdc42 wt 92, Rab2A wt mod 95, Mcl1-Bid inh 1, Avidin fluor 8, HRas wt GTP bind 96 and GSH fluor 16.
For CCOC(=O)N1CCc2c(sc3c2C(=O)NC(c2ccccc2)N3)C1 (centres undefined) the results were Rac1 wt modul 99, Mcl1 Noxa PPI 19, Rab7 wt modul 102, Rac1 act GTP bind 97, Cdc42 wt 99, Rab2A wt mod 99, Mcl1-Bid inh -68, Avidin fluor 9, HRas wt GTP bind 101 and GSH fluor 12.
Screening CC(C)CN(C(=O)c1ccc(=O)n(C)n1)c1nc2ccccc2s1 returned Rac1 wt modul 97, Mcl1 Noxa PPI 9, Rab7 wt modul 98, Rac1 act GTP bind 96, Cdc42 wt 99, Rab2A wt mod 97, Mcl1-Bid inh -16, Avidin fluor 32, HRas wt GTP bind 97 and GSH fluor 12.
